# Source: PubChem
# Measles CPE: compounds protecting cells from measles virus cytopathic effect, primary screen, measles RdRp inhibitor project, single point, MLSMR library, absorbance; Measles virus-infected cells, CPE protection; protection (pct of control), % at 4 µM; 1.5% of 140,000 active; AID 841, 2007; in the data active means protection mostly above about 24%, no sharp cut-off; inactive means mostly below about 26%; further: some compounds called inactive have numbers as strong as hits
# Phagocytosis inh: inhibitors of macrophage phagocytosis, primary screen, imaging, J774A.1 cells, IgG beads | J774A.1 macrophage IgG-bead phagocytosis | inhibition, % at 5 µM | 0.07% of 110,000 active | AID 1029, 2008;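 active means inhibition above the mean of the plate negative controls plus 5 SD, cut at about 13% in these data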;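 further: phagocytic index as fraction of beads internalized from green versus red external bead signal; plate controls were DMSO negative control for no effect and cytochalasin-D positive control for full effect; some results beyond the cut were filed as inactive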
# MRP1 act: H69AR viability gain despite doxorubicin, primary screen, MRP-1 activator project, H69AR cells, CellTiter-Glo | viability rescue | viability increase, % at 10 µM | 0.61% of 140,000 active | AID 799, 2007;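 active means viability gain under doxorubicin at or above a set limit, the compound median plus 3 SD, cut at about 4.7% in these data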;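 further: MRP-1 overexpressing cells given doxorubicin 25 µM after compound pretreatment; 18-22 h compound pretreatment then 72 h with doxorubicin before readout; 0% = doxorubicin-only wells and 100% = vehicle-treated cells without doxorubicin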
# Yeast growth inh: growth inhibitors of yeast BB579 in restrictive medium, primary screen, yeast lifespan-shortening project, S. cerevisiae; AID 804, 2007; inhibition, % at 10 µM; 0.51% of 140,000 active; OD615, 48 h;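 active means inhibition above a set limit, 3 SD over the mean compound inhibition, cut at about 44% in these data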; further: inactives centre near -24
#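 System: DeaD yeast strain BB579; buffer or medium: CSMM-D dextrose restrictive medium; technique: OD at 615 nm; schedule: 4 h cell preincubation, 48 h compound exposure, 30 °C humidified; doses: single 10 µM dose; controls: amphotericin B 10 µg/mL, positive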
# Yeast lifespan up: compounds extending yeast replicative lifespan, primary screen, S. cerevisiae, OD615; S. cerevisiae growth with nicotinamide; deaD strain in restrictive glucose medium; inhibition of the nicotinamide effect, % at 10 µM; 0.68% of 130,000 active;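 active means inhibition above a set limit, placed 3 SD over the median of all compounds, cut at about 26% in these data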;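 further: 0% = nicotinamide-treated wells and 100% = cells grown without nicotinamide; some compounds called inactive have numbers as strong as hits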
#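 Assay system: engineered S. cerevisiae DeaD replicative-lifespan strain, galactose-grown log-phase cells; Buffer or medium: CSMM-D glucose medium, restrictive; Probe or stimulus: nicotinamide 1.5 mM; Compound: single dose 10 µM compound, 0.25% DMSO; Schedule: 4 h preincubation then 48 h treatment at 30 °C; Technique: OD615 measurement.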
# NPY-Y2 antag: NPY-Y2 receptor antagonists, primary screen, cell-based; inhibition, % at 2.7 µM; Neuropeptide Y receptor type 2 (Homo sapiens), P49146; 0.99% of 140,000 active; AID 793, 2007; NPY-Y2 expressing cells, antagonist mode; in the data active means inhibition above about 17%;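 further: 0% = vehicle with agonist challenge and 100% = reference antagonist with challenge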
# Target sequence (P49146 whole entry, looked up): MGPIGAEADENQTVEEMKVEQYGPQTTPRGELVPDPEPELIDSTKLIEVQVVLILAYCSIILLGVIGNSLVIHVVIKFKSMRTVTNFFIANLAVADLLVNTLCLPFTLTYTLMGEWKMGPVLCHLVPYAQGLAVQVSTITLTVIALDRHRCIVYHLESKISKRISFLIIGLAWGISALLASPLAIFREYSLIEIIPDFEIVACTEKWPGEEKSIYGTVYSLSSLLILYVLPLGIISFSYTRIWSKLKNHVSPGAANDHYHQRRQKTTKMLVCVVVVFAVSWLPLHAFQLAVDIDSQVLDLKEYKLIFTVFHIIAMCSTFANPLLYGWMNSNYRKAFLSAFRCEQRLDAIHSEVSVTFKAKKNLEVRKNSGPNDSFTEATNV
# bCat KO growth: primary screen for growth suppressors in beta-catenin knockout HCT116 cells (colon tumor, human) | HCT116 beta-catenin knockout viability, CellTiter-Glo, 60 h; hits give low values | viability, % at 10 µM | 1.5% of 140,000 active | AID 818, 2007;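 active means viability at or under a set limit, the compound median less 4 SD, cut at about 6% in these data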;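 further: 0% = Hyamine 1622 control at 20 µM and 100% = untreated cell control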
# HCT116 PTEN-null: growth suppression of PTEN-null HCT116, primary screen, cell-based, CellTiter-Glo; AID 827, 2007; 1.2% of 140,000 active; viability, % at 10 µM; HCT116 PTEN-null viability, 60 h; hits give low values;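 active means viability at or below a set limit, 4 SD under the median of all tested compounds, cut at about 3.7% in these data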;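 further: PTEN knockout HCT116 line with beta catenin targeted HCT116 as companion control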
# GALR2 blocker: GALR2 antagonists in receptor-expressing cells, primary screen. 0.39% of 140,000 active. Galanin receptor type 2 (Homo sapiens), O43603. AID 828, 2007. antagonist mode. inhibition, % at 4 µM; in the data active means inhibition above about 27%;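 further: cells stimulated with galanin 1-16 at roughly its EC80; 0% = agonist challenge control and 100% = basal control without agonist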
# Target sequence (O43603 whole entry, looked up): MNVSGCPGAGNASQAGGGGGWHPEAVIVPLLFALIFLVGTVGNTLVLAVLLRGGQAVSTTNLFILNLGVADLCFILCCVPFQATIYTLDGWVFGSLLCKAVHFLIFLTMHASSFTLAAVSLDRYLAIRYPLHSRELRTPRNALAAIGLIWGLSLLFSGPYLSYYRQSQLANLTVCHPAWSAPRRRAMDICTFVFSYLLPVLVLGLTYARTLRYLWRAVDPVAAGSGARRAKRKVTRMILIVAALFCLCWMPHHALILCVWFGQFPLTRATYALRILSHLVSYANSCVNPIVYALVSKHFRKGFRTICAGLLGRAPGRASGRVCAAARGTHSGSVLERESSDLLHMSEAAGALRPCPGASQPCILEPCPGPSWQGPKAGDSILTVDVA
# E-sel TNF inh: E-selectin induction blockers in HUVEC – imaging, immunofluorescence, high content, primary screen; HUVEC TNFa-induced E-selectin immunofluorescence; inhibition, % at 2 µM; 0.71% of 120,000 active; AID 1246, 2008;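 active means inhibition above the batch mean plus 3 SD, and confirmed as a hit on visual image review, cut at about 43% in these data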;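 further: 0% = TNF-stimulated DMSO wells and 100% = unstimulated control wells; not every result past the cut was called active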
# * = called active by the depositor; nt = no result given. Compounds as they come. About 6.1% of those tested had a hit in this group.
no.	compound	Measles CPE	Phagocytosis inh	MRP1 act	Yeast growth inh	Yeast lifespan up	NPY-Y2 antag	bCat KO growth	HCT116 PTEN-null	GALR2 blocker	E-sel TNF inh
1	Cc1ccc(C(=O)N/C(=C/c2cccs2)C(=O)NCCCn2ccnc2)cc1	37	-7	-2.0	-26	1	0	99	103	-7	13
2	O=C(CN1CCC(NC(=O)Cc2ccccc2)CC1)Nc1ccccc1Br	44	-9	-2.5	-8	5	4	84	86	-8	nt
3	O=C(c1ccccc1)N1CCC(O)(c2ccc3c(c2)OCO3)CC1	21	nt	0.9	-7	nt	2	99	98	9	-26
4	COc1ccc2c3c(cccc13)N(C)N=C2C	27	0	-2.0	-27	-17	4	58	62	-21	34
5	O=C(CSc1ncn(-c2ccccc2)n1)N1CCc2ccccc21	1	0	-0.9	-66	-7	11	107	115	-5	-13
6	O=C(CSc1nnc(COc2ccc(Cl)cc2)o1)N1CCN(c2ccccc2)CC1	18	0	2.7	-49	5	6	89	88	-3	-44
7	O=C(Oc1cccc2cccnc12)c1cccs1	24	-3	-5.8	-1	-2	7	4.1*	1.9*	0	nt
8	COc1cccc(-c2nnn(CCC(=O)O)n2)c1	6	-1	-0.5	-44	-10	4	83	84	-8	nt
9	O=C(NCc1ccc2c(c1)OCO2)c1ccc(CSCc2ccc(Cl)cc2)o1	19	1	1.4	-32	6	10	93	97	7	-9
10	CCn1c2ccccc2c2cc(NC(=O)CSc3nnc(-c4ccccc4)o3)ccc21	17	-1	-1.6	-48	-9	3	30	26	5	0
11	COc1ccc(C)cc1NC(=O)C(NCC1CCCO1)c1ccccc1 (centres undefined)	21	-1	-1.9	-21	3	4	83	91	9	12
12	Cc1cc(C)n(-c2ccc(C(=O)Nc3ccc4c(c3)OCO4)cc2)n1	3	-1	0.2	-7	-14	2	97	102	4	0
13	c1ccc(-c2csc(=Nc3cccnc3)n2CC2CCCO2)cc1 (centres undefined)	11	-7	-2.3	-26	1	0	80	87	6	8
14	Cc1ccc(OCC(=O)NNC(=O)c2cc3ccccc3o2)cc1	26	nt	-1.5	-14	-5	6	92	100	-1	-7
15	CC(=O)Nc1ccc(NC(C)=O)s1	3	-2	0.7	-66	-3	2	109	97	-3	nt
16	O=C(NNC1CC(=O)N(c2ccccc2)C1=O)c1ccc(COc2ccccc2Cl)o1 (centres undefined)	3	-4	-1.7	-36	2	2	97	93	-22	nt
17	Cc1noc(C)c1CSc1nnc(-c2ccccc2)n1Cc1ccco1	9	-1	-0.9	-35	-3	4	81	78	-11	10
18	CCOC(=O)c1c(NC(=O)CSc2nncs2)sc(C)c1C	9	nt	-4.9	-30	3	4	91	86	-1	-18
19	COc1cc(C(=O)Nc2ccc3c(c2)OCO3)ccc1-n1cnnn1	14	0	0.0	10	-11	2	93	92	-5	-6
20	Cc1cc(Br)ccc1OCc1nc(-c2cccnc2)no1	16	-1	-2.0	-58	-11	12	98	93	-4	-9
21	Cc1nn(CCOc2ccccc2)c(=O)n1-c1ccc(F)cc1	1	nt	0.1	-11	-9	0	97	101	-8	21
22	Cc1ccc2c(c1)c1c3n2CCCNC3CCC1 (centres undefined)	10	-1	-1.9	-1	5	3	74	75	8	nt
23	COc1cc2cc(CN(CCN3CCCC3)C(=O)Nc3ccccc3Cl)c(=O)[nH]c2cc1OC	45	-1	-1.4	-52	-20	2	84	82	-1	nt
24	COc1ccccc1NC(=O)CSc1nc2ccccc2c(=O)n1CCNC(C)=O	4	0	-5.0	-35	44	5	73	84	9	16
25	CCCCC(=O)NCCNC(=O)c1cc(OCC(F)(F)F)ccc1OCC(F)(F)F	4	nt	-2.4	-10	-3	5	85	94	1	5
26	Cc1ccccc1NC1=C(C(=O)c2ccccc2)N(C)S(=O)(=O)c2ccccc21	3	nt	-2.2	-37	7	1	104	90	11	-35
27	CCCCN(C)C(=O)CCCCn1c(=O)[nH]c2cc(OCC)c(OCC)cc2c1=O	2	0	-5.5	-16	-21	1	75	66	-15	16
28	CCOC(=O)c1sc(-c2ccccc2)cc1NC(=O)c1ccc(S(=O)(=O)N(CCOC)CCOC)cc1	4	-2	-3.9	-31	9	3	47	55	4	nt
29	CCCCCC(=O)Nc1ccc(S(=O)(=O)Nc2ccc(Cl)nn2)cc1	10	-12	6.8*	-4	-3	2	102	100	-9	16
30	Clc1ccc(-c2cc3ccccc3nc2N2CCCC2)cc1	16	0	-1.3	-3	-9	4	92	79	4	-12
31	Cc1ccc(C)c(NC(=O)C2=CCN(S(=O)(=O)c3ccc(F)cc3)CC2)c1	7	nt	-0.8	-8	2	-1	92	100	6	3
32	O=C(Nc1ccc2oc(-c3ccccc3)nc2c1)C1CCCO1 (centres undefined)	6	-3	1.5	26	-6	2	98	98	9	nt
33	CCOC(=O)N1CCN(C(=O)COc2ccc(Cl)cc2C)CC1	2	-2	-0.9	25	-2	0	100	90	4	1
34	CCn1c(Cc2cccs2)nnc1SCC(=O)c1ccc(C)cc1	2	-1	-0.8	-27	9	4	85	90	1	20
35	CCN(Cc1ccccc1)C(=O)CSc1nc(C)cc(C)c1C#N	24	0	1.5	-8	-1	8	90	92	-4	nt
36	C=CCn1c(N)c(C(=O)Nc2cccc(C)c2)c2nc3ccccc3nc21	2	-4	-3.9	-41	-12	-4	20	23	-7	-68
37	COc1cc(C)c(C#N)c(OC)n1	1	-2	-1.0	-20	-14	-2	95	95	-2	-13
38	COc1cc(OC)cc(C(=O)NCCC(=O)NCCc2ccc(OC)c(OC)c2)c1	10	-11	-1.8	-30	2	1	100	97	11	-4
39	CC12/C(=N/O)C3C4CC5C3/C(=N/O)C1C5C42 (centres undefined)	8	-2	-0.3	13	-19	0	97	109	7	17
40	CN(C)NC1CCS(=O)(=O)C1 (centres undefined)	50	1	-1.1	-15	-15	2	98	104	0	-22
41	CCCc1nnc(NC(=O)Cn2c(=O)oc3ccccc32)s1	4	-1	-0.3	-34	-12	1	98	100	-4	-24
42	Cc1cc(NC(=S)NC(=O)C2CC2)ccc1Br	6	-1	-2.1	-50	-4	0	79	73	-13	-59
43	CCc1ccc(C(=O)CN2C(=O)NC(C)(CCc3ccccc3)C2=O)cc1 (centres undefined)	nt	-1	3.7	-28	46*	12	84	86	3	nt
44	CN1CCN(CC(=O)Nc2cc(N3CCOCC3)ccc2[N+](=O)[O-])CC1	6	-4	-2.9	-18	2	2	98	93	-9	7
45	O=C(OCc1nnc(-c2ccccc2)o1)c1ccc2ccccc2n1	16	0	-2.0	-76	-3	2	92	95	-4	-3
46	Cc1cccc(NC(=O)c2cc(NC(=O)C3CC=CCC3C(=O)O)ccc2N2CCOCC2)c1 (centres undefined)	2	-1	-0.7	-65	-10	1	96	104	-19	-13
47	Cc1nc2ncnn2c(N2CCCC(C(=O)Nc3ccc4c(c3)CCC4)C2)c1C (centres undefined)	6	1	-1.0	-31	-6	6	20	27	11	-24
48	O=C(Cn1cnc2c(nnn2Cc2ccccc2F)c1=O)NCC1CCCO1 (centres undefined)	4	nt	-2.9	-12	nt	3	103	99	9	-18
49	CCOc1ncccc1C(=O)OCc1ccccc1	1	7	-0.6	-25	-4	3	104	94	-12	nt
50	Cn1c(=O)c(S(=O)(=O)C(C)(C)C)c(O)c2ccccc21	5	-6	-0.8	1	2	2	85	96	7	10
51	CCOc1ccc(NC(=O)COc2nsnc2N2CCCCC2)cc1	10	2	1.2	-56	-5	4	94	100	0	7
52	COc1ccc2c(c1OC)C(=O)N1c3cccc(Cl)c3C(=O)OC21 (centres undefined)	4	0	-0.7	-41	-21	1	110	97	-3	-16
53	O=C(CC1CCCCC1)NCCCN1CCOCC1	9	1	-0.4	10	0	0	105	103	0	-1
54	CCOC(=O)N1CCN(C(=O)c2ccc(CNS(=O)(=O)c3ccc(OC)cc3)cc2)CC1	5	2	-2.7	-28	-4	1	99	106	13	46
55	CC1(C)CC(NC(=O)C(Cl)(Cl)Cl)CC(C)(C)N1	3	-5	-0.3	-26	0	3	91	97	-2	-4
56	O=C(NCc1ccc(Cl)cc1)c1noc2c1CCCC2	30	0	2.5	-22	-4	2	101	99	3	-6
57	N#Cc1nc(-c2cccc3ccccc23)oc1NCCN1CCOCC1	1	0	-1.6	-28	-14	-1	78	79	4	0
58	Cc1c(C(=O)Nc2ccc3c(c2)OCO3)sc2nc(-c3ccccc3)cn12	9	-1	-0.5	-51	-6	3	113	109	5	15
59	CCOCC(=O)Nc1ccc(S(=O)(=O)Nc2ncccn2)cc1	13	6	-2.3	-36	-25	2	95	84	-12	14
60	CCCCCn1ccc(=N)cc1	3	-1	-0.1	5	0	0	16	21	1	34

# Continuation:
no.	compound	Measles CPE	Phagocytosis inh	MRP1 act	Yeast growth inh	Yeast lifespan up	NPY-Y2 antag	bCat KO growth	HCT116 PTEN-null	GALR2 blocker	E-sel TNF inh
61	CCCCn1nnnc1NCc1ccc(N(CC)CC)cc1	4	-2	-4.2	-31	-17	0	99	97	2	-25
62	S=C(Nc1ccc(N2CCOCC2)cc1)Nc1ccc2nc(-c3ccco3)c(-c3ccco3)nc2c1	3	0	-2.5	-94	37*	-4	68	77	-9	-8
63	Cc1ccc(C(=O)NC(Cc2c[nH]c3ccccc23)C(=O)O)cc1 (centres undefined)	4	nt	-0.8	-42	-5	-1	98	107	-27	-25
64	Nc1ccc(C(=O)Nc2ccc(OC(F)(F)C(F)F)c(NC(=O)c3ccc(N)cc3)c2)cc1	8	-6	-2.5	-17	-7	1	89	75	0	nt
65	CC(=O)C1=C(C)NC(SCc2ccc(C#N)cc2)=C(C#N)C1c1ccco1 (centres undefined)	4	-2	-2.9	5	-7	4	84	79	0	36
66	CCOc1cccc(C(=O)Nc2cnn(Cc3ccccc3)c2)c1	16	nt	-1.7	-20	-13	0	81	87	-5	-29
67	CC(C)(C)C1CCC(=NNC(=O)c2cc3c(s2)CCCC3)CC1 (centres undefined)	6	-4	-2.3	27	-2	-2	99	108	-4	nt
68	CC(=O)c1ccc(NC(=S)NC(NC(=O)c2ccco2)C(Cl)(Cl)Cl)cc1 (centres undefined)	18	0	-2.3	-31	-10	-1	67	62	-27	2
69	COc1ccc(NC2C=CS(=O)(=O)C2)c(OC)c1 (centres undefined)	8	-1	-2.0	-6	22	2	84	84	8	-10
70	COc1ccc(C(=O)NCC(=O)OCc2csc(-c3ccccc3)n2)cc1	5	-2	-1.7	-36	4	2	97	95	-13	nt
71	COc1ccc(OCCSc2nnc(-c3ccccc3)n2N)cc1	6	0	-4.2	-12	-5	1	78	81	-12	nt
